# Bim-Bcl-2 – disrupts Bim peptide binding to human Bcl-2. Bead-based flow cytometry, Bim peptide-Bcl-2 binding. P10415. AID 950. actives 0.06% (n = 190,000). inhibition, % at 10 µM; in the data active = inhibition above about 40%; inconclusive = no clear call, values can overlap the other calls;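 note: 0% = no compound wells with probe peptide and 100% = reference peptide inhibitor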
# Bfl-1 Bim block – disrupts Bim binding to human Bfl-1; inhibition, % at 10 µM; actives 0.12% (n = 190,000); Bead-based flow cytometry, Bim-Bfl-1 binding inhibition; AID 1008;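 note: 0% = wells without compound plus tracer and 100% = blocker peptide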
# RGS8-Gao reg – modulates binding of RGS8 to human Galphao; P09471; multiplexed bead flow cytometry; actives lie on both sides; response (percent of control binding), % at 10 µM; actives 0.34% (n = 220,000); AID 1423; in the data active = response below about 60% or above about 140%; inactive = in between;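 note: Galphao activated as the GDP aluminium fluoride complex binding bead-coupled RGS8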
# Target sequence (P09471 whole entry, looked up): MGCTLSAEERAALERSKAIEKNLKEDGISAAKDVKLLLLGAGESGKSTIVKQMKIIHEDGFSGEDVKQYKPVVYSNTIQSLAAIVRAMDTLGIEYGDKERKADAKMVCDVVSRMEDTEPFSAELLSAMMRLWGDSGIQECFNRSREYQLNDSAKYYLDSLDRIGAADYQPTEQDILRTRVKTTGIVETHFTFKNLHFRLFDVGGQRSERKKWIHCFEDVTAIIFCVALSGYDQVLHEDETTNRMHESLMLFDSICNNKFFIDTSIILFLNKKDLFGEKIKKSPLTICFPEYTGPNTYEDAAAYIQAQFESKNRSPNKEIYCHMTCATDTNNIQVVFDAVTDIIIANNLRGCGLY
# Bim-Mcl-1 – disrupts Bim peptide binding to human Mcl-1; Q07820; Bead-based flow cytometry, Bim peptide-Mcl-1 binding; inhibition, % at 10 µM; actives 0.1% (n = 190,000);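 note: 0% = no compound tracer wells and 100% = peptide blocker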
# RGS7-Gao – human RGS7-Galphao interaction regulation. P09471. Multiplexed bead flow cytometry, RGS7-Galphao binding; actives lie on both sides. binding response (% of control), % at 10 µM. actives 0.35% (n = 220,000). AID 1439; in the data active = binding response below about 49% or above about 150%; inconclusive = no clear call, values can overlap the other calls; inactive = in between;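 note: fluorescent Galphao held in activated GDP-AlF4 state binding bead-coupled RGS7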
# Mcl1 Bid PPI – Mcl-1/Bid interaction inhibition. Q07820. TR-FRET Mcl-1/Bid-Dy647 peptide binding, 1536-well. inhibition, % at 21.7 µM. actives 0.97% (n = 220,000). AID 1021;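 active = compounds that cut the binding signal by more than half at the single screening dose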;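 note: His-tagged Mcl-1 with europium anti-His antibody binding Bid BH3 peptide; 0% = Mcl-1 plus peptide wells and 100% = peptide-only wells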
# Bcl-B Bim block – disrupts Bim peptide binding to human Bcl-B; bead-based flow cytometry; AID 951; Q9HD36; inhibition, % at 10 µM; actives 0.073% (n = 190,000);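 note: 0% = tracer peptide without compound and 100% = reference inhibitor peptide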
# Target sequence (Q9HD36 whole entry, looked up): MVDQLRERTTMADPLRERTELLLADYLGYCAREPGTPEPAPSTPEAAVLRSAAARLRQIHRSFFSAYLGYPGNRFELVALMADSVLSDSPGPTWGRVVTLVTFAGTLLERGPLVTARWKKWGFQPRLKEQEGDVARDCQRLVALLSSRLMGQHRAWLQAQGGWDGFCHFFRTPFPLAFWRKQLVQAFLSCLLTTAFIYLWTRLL
# Bim-Bcl-XL – human Bim-Bcl-XL interaction inhibition. Bim peptide-Bcl-XL binding, bead flow cytometry, fluorescence. actives 0.04% (n = 190,000). Q07817. inhibition, % at 10 µM
# RGS4-Gao reg – modulates binding of RGS4 to human Galphao; AID 1415; Multiplexed bead flow cytometry; actives lie on both sides; actives 0.33% (n = 220,000); binding response (% of control), % at 10 µM; P09471; in the data active = binding response below about 49% or above about 150%; inactive = in between;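 note: fluorescent Galphao activated with aluminum fluoride binding bead-coupled RGS4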
# Bim-Bcl-W – inhibitors of Bim-Bcl-W interaction, human; Q92843; bead-based flow cytometry, Bim peptide-Bcl-W binding; inhibition, % at 10 µM; actives 0.02% (n = 190,000); AID 952;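 note: 0% = bound tracer without compound and 100% = peptide blocker; higher means less fluorescent Bim peptide bound to Bcl-W beads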
# GSH bead fluor – compound fluoresces at 488/530 nm on GSH beads. AID 1776. GSH beads flow cytometry, compound fluorescence 488/530 nm; stronger effect = higher value. fluorescence (KMESF) at 10 µM. actives 0.25% (n = 190,000); in the data active = fluorescence above about 89;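 note: glutathione beads carrying GST-tagged Bcl family fusion proteins plus one bare bead set; values are compound well signal with DMSO vehicle wells as background; inactives centre near 16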
# * hit, by the source's call; ? = inconclusive. Cut-off read from the data, not from the text of the source, unless noted: active = inhibition above about 40%.
SMILES | Bim-Bcl-2 | Bfl-1 Bim block | RGS8-Gao reg | Bim-Mcl-1 | RGS7-Gao | Mcl1 Bid PPI | Bcl-B Bim block | Bim-Bcl-XL | RGS4-Gao reg | Bim-Bcl-W | GSH bead fluor
CC(=O)c1ccc(N2CCN(C(=O)CCCn3c(=S)[nH]c4cc5c(cc4c3=O)OCO5)CC2)cc1 | 0 | 2 | 85 | 0 | 100 | 55* | -7 | -1 | 99 | 1 | 10
CC(C)(C)C1CCc2c(sc(NC(=O)c3cccs3)c2C(N)=O)C1 (configuration not stated) | 1 | -3 | 101 | -5 | 104 | -6 | -5 | -9 | 101 | -6 | 24
CC(=O)N/C(=C/c1ccc([N+](=O)[O-])cc1)C(=O)O | 0 | -4 | 96 | -4 | 100 | -3 | -5 | -4 | 99 | -4 | 10
CCOc1ccc(NS(=O)(=O)c2ccc3c(c2)N(C(C)=O)CC3)cc1 | -4 | -10 | 104 | -3 | 96 | -11 | -4 | -5 | 105 | -2 | 9
CC(=O)Nc1ccc(S(=O)(=O)NCc2cccnc2)cc1 | -22 | -8 | 88 | 0 | 87 | -4 | -7 | -2 | 93 | 0 | 17
O=C(COc1ccc([N+](=O)[O-])cc1)NNC(=O)c1cccs1 | 0 | -4 | 100 | -2 | ? | -33 | -2 | 0 | 100 | -2 | 20
CCOC(=O)NC1(C(F)(F)F)C(=O)NC(C)=C1C(=O)OC (configuration not stated) | -5 | -5 | 101 | -5 | 96 | -10 | 0 | -6 | 101 | -5 | 8
Cc1ncc(CO)c2c1OC(C)(C)OC2 | -2 | -2 | 100 | -3 | 99 | -3 | -8 | -6 | 98 | -5 | 11
CC(=O)NCCN1C(=O)C2C3c4ccccc4C(c4ccccc43)C2C1=O (configuration not stated) | -2 | -2 | 104 | -1 | 107 | -19 | -2 | 0 | 106 | -1 | 10
CN(NC(=O)NN)c1ncc(C(F)(F)F)cc1Cl | 0 | 0 | 103 | 2 | 100 | -2 | 2 | 2 | 105 | 0 | 19
CCC(=O)N1CC2(c3ccccc3)CN(C(=O)CC)CC(c3ccccc3)(C1)C2=O | -3 | -3 | 104 | 0 | 96 | -2 | -1 | -3 | 98 | 0 | 25
CSCCC(NC(=O)c1ccco1)C(=O)OC(C)C(=O)NC(=O)NC1CCCCC1 (configuration not stated) | -4 | -10 | 99 | -3 | 101 | -8 | -9 | -5 | 99 | -4 | 30
O=C1NC(=O)/C(=C\c2ccccc2OCc2cccc([N+](=O)[O-])c2)N1 | -10 | -17 | 102 | -2 | 94 | -10 | -3 | -3 | 101 | 0 | 9
Cc1cc(NC(=O)CCCC(=O)OCC(F)(F)C(F)F)cc(C)c1C(=O)O | 0 | -1 | 99 | -2 | 96 | -16 | -1 | 0 | 102 | -4 | 14
CC(=O)c1ccccc1NC(=O)CC1(CC(=O)O)CCCCC1 | -2 | -1 | 98 | 0 | ? | -22 | -1 | 0 | 97 | 1 | 12
CN(C)S(=O)(=O)c1cc(NC(=O)COC(=O)c2ccc3c(c2)OCO3)ccc1Cl | -3 | -2 | 101 | -4 | 99 | -14 | -4 | -4 | 103 | -3 | 11
COc1cccc(C(=O)N2CCN=C2SC)c1 | -1 | -6 | 104 | 0 | 105 | -9 | -2 | -5 | 105 | -1 | 11
CCC(=O)Nc1cccc(NC(=S)NC(=O)c2cccc(C)c2)c1 | -5 | -16 | 100 | -3 | 102 | -30 | -14 | -10 | 103 | -9 | 18
CCc1ccc(Nc2nc3ccccc3c(=O)s2)cc1 | 4 | 1 | 102 | -2 | 102 | -51 | -3 | -4 | 101 | -1 | 3
O=C(Nc1ccccc1)N1CCN(CCc2ccccc2)CC1 | -4 | -5 | 109 | 0 | 107 | -28 | -3 | -1 | 109 | 0 | 15
COc1ccc(NC(=S)NC(=O)c2ccc(Br)o2)cc1 | -5 | -5 | 92 | -2 | 78 | -23 | -5 | -1 | 88 | 0 | 10
COc1cc(OC)cc(N(C(=O)c2ccco2)C(C(=O)NC2CCCC2)c2ccc(N(C)C)cc2)c1 (configuration not stated) | -4 | -10 | 101 | 0 | 106 | -45 | -8 | 5 | 103 | 0 | 33

# Three entries from above in another layout.
> Cc1cc(NC(=O)CCCC(=O)OCC(F)(F)C(F)F)cc(C)c1C(=O)O
  Bim-Bcl-2: 0
  Bfl-1 Bim block: -1
  RGS8-Gao reg: 99
  Bim-Mcl-1: -2
  RGS7-Gao: 96
  Mcl1 Bid PPI: -16
  Bcl-B Bim block: -1
  Bim-Bcl-XL: 0
  RGS4-Gao reg: 102
  Bim-Bcl-W: -4
  GSH bead fluor: 14

> CC(C)(C)C1CCc2c(sc(NC(=O)c3cccs3)c2C(N)=O)C1 (configuration not stated)
  Bim-Bcl-2: 1
  Bfl-1 Bim block: -3
  RGS8-Gao reg: 101
  Bim-Mcl-1: -5
  RGS7-Gao: 104
  Mcl1 Bid PPI: -6
  Bcl-B Bim block: -5
  Bim-Bcl-XL: -9
  RGS4-Gao reg: 101
  Bim-Bcl-W: -6
  GSH bead fluor: 24

> CCOc1ccc(NS(=O)(=O)c2ccc3c(c2)N(C(C)=O)CC3)cc1
  Bim-Bcl-2: -4
  Bfl-1 Bim block: -10
  RGS8-Gao reg: 104
  Bim-Mcl-1: -3
  RGS7-Gao: 96
  Mcl1 Bid PPI: -11
  Bcl-B Bim block: -4
  Bim-Bcl-XL: -5
  RGS4-Gao reg: 105
  Bim-Bcl-W: -2
  GSH bead fluor: 9

# Arranged by molar mass (largest number first): part of the list above.
SMILES | Bim-Bcl-2 | Bfl-1 Bim block | RGS8-Gao reg | Bim-Mcl-1 | RGS7-Gao | Mcl1 Bid PPI | Bcl-B Bim block | Bim-Bcl-XL | RGS4-Gao reg | Bim-Bcl-W | GSH bead fluor
CCC(=O)Nc1cccc(NC(=S)NC(=O)c2cccc(C)c2)c1 | -5 | -16 | 100 | -3 | 102 | -30 | -14 | -10 | 103 | -9 | 18
CC(=O)c1ccccc1NC(=O)CC1(CC(=O)O)CCCCC1 | -2 | -1 | 98 | 0 | ? | -22 | -1 | 0 | 97 | 1 | 12
O=C(Nc1ccccc1)N1CCN(CCc2ccccc2)CC1 | -4 | -5 | 109 | 0 | 107 | -28 | -3 | -1 | 109 | 0 | 15
CN(NC(=O)NN)c1ncc(C(F)(F)F)cc1Cl | 0 | 0 | 103 | 2 | 100 | -2 | 2 | 2 | 105 | 0 | 19

# Not a hit list (roughly 1.8% active in at least one column).
